IMP-1 inh = blocks Pseudomonas aeruginosa IMP-1 metallo-beta-lactamase; purified IMP-1, nitrocefin hydrolysis, epi-absorbance fluorescence; hit rate 0.45% among 290,000; inhibition, % at 5.6 µM;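 active = inhibition above the mean plus 3 SD of all compounds in the same screening run, cut at about 4.5% in these data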;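 also: 0% = IMP-1 with DMSO and 100% = DMSO wells lacking enzyme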
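assay system = purified recombinant IMP-1 metallo-beta-lactamase enzyme | schedule = 15 min preincubation plus 25 min reaction at 25 °C | signal = Epi-absorbance fluorescence, 480 nm excitation, 530 nm emission | read-out basis = percent inhibition from optical density relative to buffer-blank wells | controls = IMP-1 with DMSO as 0%, enzyme-free DMSO as 100%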
NS3 helicase inh = inhibitors of Hepatitis C virus NS3 helicase. inhibition, % at 10.9 µM. NS3 helicase DNA unwinding, Cy5 molecular beacon fluorescence. AID 1800. hit rate 0.56% among 290,000;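 active = inhibition above the mean of all tested compounds plus 3 SD, set per campaign, cut at about 35% in these data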;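 also: 0% = DMSO wells and 100% = thioflavine S control wells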
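Test system: hepatitis C virus NS3 helicase domain fragment enzyme. Also added: annealed dual-labelled DNA beacon duplex, ATP-started. Timing: 60 min unwinding reaction at 25 °C after ATP addition. Technique: Cy5 fluorescence. Measure: % inhibition of unwinding.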
VIM-2 inhibitor = blocks Pseudomonas aeruginosa VIM-2 metallo-beta-lactamase; purified VIM-2, nitrocefin hydrolysis, epi-absorbance fluorescence; inhibition, % at 5.6 µM; hit rate 0.89% among 290,000; AID 1527;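 active = inhibition above the mean of all tested compounds plus 3 SD, cutoff set per screening run, cut at about 7.5% in these data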;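 also: red hydrolysis product quenches plate fluorescence so inhibitors raise well fluorescence; 0% = enzyme with DMSO and 100% = DMSO without enzyme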
IDE act = IDE (human) activation, cell-based; AID 493087; HEK cells, FAbeta-B cleavage, fluorescence polarization; 0% vehicle, 100% cell-free pure enzyme wells; P14735; hit rate 0.073% among 340,000; activation, % at 5.96 µM;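 active = activation above the mean of all tested compounds plus 3 SD, set per screening campaign, cut at about 17% in these data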
GalR3 antag = blocks the human galanin receptor 3 | O60755 | inhibition, % at 3 µM | AID 651719 | hit rate 0.44% among 360,000 | HEK293 GalR3-CNG cAMP membrane potential fluorescence; galR3 body fused to GalR1 C-terminus;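 active = inhibition above the screen-wide average plus 3 SD, cut at about 13% in these data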;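 also: forskolin and galanin both at EC90 stimulate the cells; cAMP rise reported by CNG channel membrane potential dye signal; 0% = forskolin plus galanin with DMSO and 100% = forskolin alone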
Target sequence (O60755 1-299 limits assumed): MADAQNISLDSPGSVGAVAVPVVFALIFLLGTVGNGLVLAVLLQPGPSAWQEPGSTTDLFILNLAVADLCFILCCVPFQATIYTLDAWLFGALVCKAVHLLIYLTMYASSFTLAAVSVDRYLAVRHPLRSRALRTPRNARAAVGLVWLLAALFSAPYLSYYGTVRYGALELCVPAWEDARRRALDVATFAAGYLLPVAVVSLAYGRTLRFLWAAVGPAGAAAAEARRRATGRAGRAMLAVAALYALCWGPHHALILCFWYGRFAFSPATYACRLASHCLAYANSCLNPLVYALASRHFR
pCIP destab = p/CIP protein destabilization; Q05BA5; F442A p/CIP-EGFP cells, EGFP fluorescence, 16 h; decrease of EGFP signal, % at 10 µM; hit rate 0.01% among 290,000; AID 1984;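 active = EGFP signal decrease of at least 30% at 10 µM or well 3 SD below plate mean, unless failing retest; inactive = the rest, including hits failing retest or dose response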; also: some compounds called inactive have numbers as strong as hits; many of its hits are not listed in these tables
CRFR2-BP antag = blocks CRF-induced signaling of the CRF-BP/CRF-R2 complex | HEK293 CRF-R2/CRF-BP, CRF-induced calcium fluorescence | inhibition, % at 11.8 µM | hit rate 0.59% among 350,000 | AID 588475;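 active = inhibition of the ligand-induced calcium signal above about 50% at the single tested concentration, limit read from the data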
SUMO HTRF inh = blocks human SUMOylation mediated by UBC9. inhibition, % at 35 µM. HTRF SUMOylation assay, SAE1/SAE2 + UBC9, in vitro. hit rate 0.36% among 290,000; in the data active = inhibition above about 50%, passing the limit was not always enough; also: strong numbers were not always called active
Target sequence (P63279 whole entry, looked up): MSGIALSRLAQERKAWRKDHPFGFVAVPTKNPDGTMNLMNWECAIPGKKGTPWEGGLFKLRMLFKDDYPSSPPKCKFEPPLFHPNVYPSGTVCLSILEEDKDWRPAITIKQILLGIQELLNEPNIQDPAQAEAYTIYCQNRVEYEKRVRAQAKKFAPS
IDE cell inh = cellular human IDE inhibition | P14735 | HEK cells, FAbetaB cleavage, fluorescence polarization | inhibition, % at 5.59 µM | hit rate 0.41% among 320,000 | AID 434962;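 active = percent inhibition above the average of all tested compounds plus 3 SD, set per screening campaign, cut at about 16% in these data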;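 also: IDE supplied by intact live HEK cells; FP after avidin binding of uncleaved biotin substrate so inhibition keeps polarization high; 0% = DMSO wells and 100% = 60 µM reference IDE inhibitor Ii1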
* = called active by the depositor; · = no result given.

IMP-1 inh,NS3 helicase inh,VIM-2 inhibitor,IDE act,GalR3 antag,pCIP destab,CRFR2-BP antag,SUMO HTRF inh,IDE cell inh,canonical_smiles
-4.0,-2.4,-3.3,2.4,-9.0,-5.8,-1.4,0.8,0.2,CN1C(=O)Cc2cc(S(=O)(=O)NCc3c(F)cccc3Cl)ccc21
-2.2,-6.7,-1.5,2.2,-3.4,-15.2,-10.8,10.6,-6.2,Cc1ccccc1OC(C)C(=O)NCCC1=CCCCC1 (centres undefined)
-2.7,-0.7,-1.0,-3.7,-6.0,-13.5,12.1,6.3,0.3,Nc1c(Cl)nc(-c2ccccc2)nc1Cl
0.2,29.2,3.5,-3.2,-5.0,12.3,-0.1,-13.1,1.3,Cn1ncc2c(=O)n(/N=C/c3ccccc3)cnc21
-2.6,-10.5,-2.1,-2.4,-0.5,-9.1,25.0,-0.2,-1.7,O=C(COC(=O)CCCOc1ccc(Cl)cc1Cl)NCc1ccccc1
-1.0,-0.7,-1.4,4.1,-7.4,-8.0,9.1,10.3,-0.6,COc1ccc(CN2CC(C(=O)NCCc3ccc(Cl)cc3)CC2=O)cc1 (centres undefined)
·,·,·,-0.9,-6.7,·,39.8,·,-0.9,Cc1cc(C(=O)COC(=O)c2ccc(O)cc2O)c(C)n1-c1ccccc1
-4.0,-0.4,-1.4,7.4,-0.3,-6.0,-8.7,-2.2,-3.2,Cc1cc(C)c[n+](CC(=O)c2cc3ccccc3oc2=O)c1
-1.2,-2.6,1.0,3.2,-4.5,-3.3,7.2,10.4,0.1,Cn1nc(C(=O)Nc2cccc(C(F)(F)F)c2)ccc1=O
·,·,·,4.6,-6.9,·,-11.1,·,-4.0,CC1(CCc2ccccc2)NC(=O)N(CC(=O)Nc2ccc(OC(F)F)cc2)C1=O (centres undefined)
-2.2,-5.0,-1.2,3.0,-3.5,4.3,1.3,-1.1,2.2,CC(=O)c1cc(F)c(N2CCN(CCC#N)CC2)cc1C
-3.8,13.5,-3.2,5.5,-7.8,0.9,3.1,12.1,8.1,CC(NC(=O)/C(=C\c1ccco1)NC(=O)c1ccco1)C(=O)O (centres undefined)
-2.6,-13.7,-4.0,-1.4,-3.8,1.1,45.5,-15.6,-3.1,COc1cc(CNCCN2CCOCC2)ccc1OCc1ccccc1Cl
·,·,·,1.5,-1.9,·,-4.4,·,1.8,O=C(O)C(C(O)c1ccc([N+](=O)[O-])cc1)[n+]1ccccc1 (centres undefined)
-0.7,23.2,-3.5,4.7,-4.6,-6.3,19.6,3.3,-4.7,CCOc1ccc(/C=C/C(=O)c2c(O)c3ccccc3oc2=O)cc1
-1.9,4.5,-3.1,2.9,-1.2,2.6,7.8,-3.3,-0.3,CC1CN(C(=O)c2cccn(Cc3c(Cl)cccc3Cl)c2=O)CC(C)O1 (centres undefined)
1.1,3.1,0.8,7.9,0.7,-2.0,-25.7,11.3,0.0,CCC(c1nnnn1Cc1ccccc1)N1CCN(c2ccccc2)CC1 (centres undefined)
0.3,7.3,-1.9,-0.3,-0.5,-1.7,-0.4,33.8,2.7,CC1CCCCN1C(=O)c1cnn2c(C(F)(F)F)cc(-c3ccco3)nc12 (centres undefined)
-1.0,-0.3,-2.2,2.6,-3.4,1.1,12.2,-13.5,-2.4,COCCn1c(SCC(=O)Nc2ccc(S(=O)(=O)N(C)C)cc2)nc2ccccc21
-1.8,-1.1,-4.3,3.6,-4.8,-9.4,8.2,14.0,5.1,NC(=O)c1csc(-c2ccncc2)n1
-0.9,30.8,2.5,-4.0,-7.2,-10.3,5.7,24.0,6.6,CC(=O)COc1cc2c(-c3cc4ccccc4o3)cc(=O)oc2cc1C
-2.1,-8.9,-0.8,2.7,-5.5,4.0,18.2,-5.6,3.8,Cc1cc(C)cc(-n2ncc3c2CCCC3NC(=O)c2ccccc2N2CCOCC2)c1 (centres undefined)
-1.8,-4.3,-4.6,1.7,1.4,-2.3,4.4,·,0.0,COc1ccc(S(=O)(=O)N2CCOC23CCN(C(=O)c2c(F)cccc2Cl)CC3)cc1
-3.5,-11.3,0.0,1.4,-7.2,-10.8,5.1,13.7,1.9,COc1ccc(C(=O)N2CCC(C(=O)N3CCN(c4ccc(OC)cc4)CC3)CC2)cc1
-2.7,3.0,-4.4,0.9,0.0,-5.5,-0.1,-15.0,7.3,CC(C)CC(CC(C)C)=NNC(=O)c1ccc(CSc2nncn2C)cc1

6 entries drawn at random from those above, as already listed:
IMP-1 inh,NS3 helicase inh,VIM-2 inhibitor,IDE act,GalR3 antag,pCIP destab,CRFR2-BP antag,SUMO HTRF inh,IDE cell inh,canonical_smiles
-2.7,-0.7,-1.0,-3.7,-6.0,-13.5,12.1,6.3,0.3,Nc1c(Cl)nc(-c2ccccc2)nc1Cl
-1.0,-0.7,-1.4,4.1,-7.4,-8.0,9.1,10.3,-0.6,COc1ccc(CN2CC(C(=O)NCCc3ccc(Cl)cc3)CC2=O)cc1 (centres undefined)
-0.7,23.2,-3.5,4.7,-4.6,-6.3,19.6,3.3,-4.7,CCOc1ccc(/C=C/C(=O)c2c(O)c3ccccc3oc2=O)cc1
-4.0,-2.4,-3.3,2.4,-9.0,-5.8,-1.4,0.8,0.2,CN1C(=O)Cc2cc(S(=O)(=O)NCc3c(F)cccc3Cl)ccc21
0.3,7.3,-1.9,-0.3,-0.5,-1.7,-0.4,33.8,2.7,CC1CCCCN1C(=O)c1cnn2c(C(F)(F)F)cc(-c3ccco3)nc12 (centres undefined)
·,·,·,1.5,-1.9,·,-4.4,·,1.8,O=C(O)C(C(O)c1ccc([N+](=O)[O-])cc1)[n+]1ccccc1 (centres undefined)

Back to the main list, starting two compounds before the break.
IMP-1 inh,NS3 helicase inh,VIM-2 inhibitor,IDE act,GalR3 antag,pCIP destab,CRFR2-BP antag,SUMO HTRF inh,IDE cell inh,canonical_smiles
-3.5,-11.3,0.0,1.4,-7.2,-10.8,5.1,13.7,1.9,COc1ccc(C(=O)N2CCC(C(=O)N3CCN(c4ccc(OC)cc4)CC3)CC2)cc1
-2.7,3.0,-4.4,0.9,0.0,-5.5,-0.1,-15.0,7.3,CC(C)CC(CC(C)C)=NNC(=O)c1ccc(CSc2nncn2C)cc1
-2.2,-3.6,-0.8,-4.3,-2.5,14.7,-7.6,1.5,6.3,O=C1CCC(C(=O)N2CCSCC2)CN1Cc1cccc(C(F)(F)F)c1 (centres undefined)
-1.6,-38.1,-0.9,0.1,-7.9,65.6,-12.6,27.4,·,CCN1CCN(c2cc(C)c3cc(NC(=S)N4CC(C)CC(C)C4)ccc3n2)CC1 (centres undefined)
-2.4,-6.7,0.5,-3.8,-7.2,-0.6,0.9,11.4,9.4,COc1ccc(N2CCN(C(=O)CCCn3c(=O)c4cccn4c4cccnc43)CC2)cc1
-0.9,-5.8,-1.9,0.5,-11.1,-2.5,-40.2,-6.9,-11.2,CCOC(=O)C1=C(NC(=S)NC(=O)c2ccccc2)c2ccccc2CC1(C)CC (centres undefined)
-3.8,1.5,-2.5,1.0,-1.0,-4.4,-0.6,2.4,0.5,CCCn1nc(NS(=O)(=O)c2ccccc2[N+](=O)[O-])c2cc3ccccc3nc21
-3.3,1.2,-2.2,0.6,-7.3,-20.4,10.2,-3.5,8.2,CC(=O)c1cccc(S(=O)(=O)NC2CC2)c1
-4.5,-88.9,-3.4,5.1,-0.5,-8.7,3.0,11.8,2.0,Nc1ccc(Nc2ccccc2)cc1
-2.0,-1.2,0.2,-68.3,-5.4,-43.7,3.6,70.7*,49.8*,CC(=O)N(C1=C(Cl)C(=O)c2ccccc2C1=O)C1CCCCC1
-0.9,-17.1,-0.1,·,-4.8,2.5,·,2.5,-4.6,COC(=O)[C@@]1(Cc2ccccc2)[C@H]2c3cc(C(=O)N4CCCC4)n(Cc4ccsc4Br)c3C[C@H]2CN1C(=O)c1ccccc1
-0.1,2.7,0.4,2.8,5.1,-2.4,-11.4,1.9,-1.1,Cc1nc(NC(=O)/C=C/c2ccccc2)sc1C(=O)N(C)C
·,·,·,6.8,-7.7,·,4.0,·,-1.1,C[C@H]1CN=C(N(C)C)N1CCCCc1ccccc1
-2.5,6.2,-0.6,6.0,-3.5,7.5,6.5,-3.4,-6.7,CC(C)[C@H](NC(=O)c1nn(Cc2ccccc2)c(=O)c2ccccc12)C(=O)O
-4.2,28.8,-1.8,0.6,-3.2,2.1,0.4,15.0,2.3,Cn1c(=O)c2c(nc(CN3CCC(C(N)=O)CC3)n2CCCc2ccccc2)n(C)c1=O
-4.1,-4.0,0.0,-2.1,-2.4,3.6,9.9,7.9,3.7,Cc1ccccc1C(=O)N1CCN(c2ccc(NC(=O)c3cccs3)cc2)CC1
-2.1,-19.9,-2.4,3.6,-2.1,3.1,-17.2,16.0,-2.0,C/C(=N\NC(=O)c1c(C)nc2ccccn12)c1ccco1
-0.4,1.9,-2.6,6.3,·,9.7,-16.1,17.5,4.4,O=C(c1cnc(-c2ccc(Cl)cc2)s1)c1ccc(Cl)cc1Cl
2.4,10.4,-1.3,2.3,2.9,-15.0,-13.0,7.4,4.6,C=CCc1c(C)[nH]c(=O)[nH]c1=O
-2.7,-5.6,1.9,-3.2,-3.9,-0.8,-12.1,15.1,-4.7,O=C(c1cccc(NS(=O)(=O)c2cccc(C(F)(F)F)c2)c1)N1CCOCC1
-1.6,-15.9,-2.1,6.4,-2.7,4.8,2.3,9.9,1.2,Cc1ccc(S(=O)(=O)N(C)CC(=O)Nc2ccccc2)cc1

SUMO HTRF inh, what is marked active above
IMP-1 inh,NS3 helicase inh,VIM-2 inhibitor,IDE act,GalR3 antag,pCIP destab,CRFR2-BP antag,SUMO HTRF inh,IDE cell inh,canonical_smiles
-2.0,-1.2,0.2,-68.3,-5.4,-43.7,3.6,70.7*,49.8*,CC(=O)N(C1=C(Cl)C(=O)c2ccccc2C1=O)C1CCCCC1
